# NPY Y1 blocker: NPY-Y1 (human) receptor antagonism; inhibition, % at 3.6 µM; P25929; actives 1% (n = 200,000); HEK293-CNG Y1 cells, membrane potential fluorescence; NPY at EC95, then isoproterenol; AID 1040;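 active means inhibition above the campaign mean inhibition of all tested compounds plus 3 SD, cut at about 20% in these data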;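 further: 0% = DMSO wells given NPY plus isoproterenol and 100% = isoproterenol alone without NPY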
# Target sequence (P25929 whole entry, looked up): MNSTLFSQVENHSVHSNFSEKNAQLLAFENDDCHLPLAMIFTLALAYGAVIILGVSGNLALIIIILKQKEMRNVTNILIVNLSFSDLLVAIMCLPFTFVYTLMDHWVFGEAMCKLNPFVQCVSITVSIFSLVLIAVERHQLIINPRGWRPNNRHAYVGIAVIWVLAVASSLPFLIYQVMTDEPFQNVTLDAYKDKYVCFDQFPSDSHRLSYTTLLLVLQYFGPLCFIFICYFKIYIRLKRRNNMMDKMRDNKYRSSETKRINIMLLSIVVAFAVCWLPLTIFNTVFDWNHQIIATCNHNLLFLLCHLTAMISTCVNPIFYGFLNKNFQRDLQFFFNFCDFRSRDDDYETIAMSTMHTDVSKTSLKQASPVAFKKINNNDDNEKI
#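 Assay system: HEK293 cells with Y1 receptor plus CNG channel | Probe or stimulus: NPY (25 nM), isoproterenol (1 µM), Ro 20-1724 (25 µM) | Timing: Compound incubation 1 h at room temperature, readout 45 min post-stimulation | Measured by: Membrane-potential fluorescent dye readout | Benchmarks: High control isoproterenol alone, low control NPY with isoproterenol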
# PGE2 EP2 inh: EP2 receptor (human) inhibition; actives 0.52% (n = 260,000); AID 1422; C6 glioma cells expressing human EP2, cAMP TR-FRET; cells stimulated with saturating PGE2; inhibition, % at 25 µM; P43116;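 active means percent inhibition above 40 after rounding to a whole number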;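 further: rat C6 glioma host cells with rolipram phosphodiesterase inhibitor present; the protocol text gives 20 µM as final concentration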
# Target sequence (P43116 whole entry, looked up): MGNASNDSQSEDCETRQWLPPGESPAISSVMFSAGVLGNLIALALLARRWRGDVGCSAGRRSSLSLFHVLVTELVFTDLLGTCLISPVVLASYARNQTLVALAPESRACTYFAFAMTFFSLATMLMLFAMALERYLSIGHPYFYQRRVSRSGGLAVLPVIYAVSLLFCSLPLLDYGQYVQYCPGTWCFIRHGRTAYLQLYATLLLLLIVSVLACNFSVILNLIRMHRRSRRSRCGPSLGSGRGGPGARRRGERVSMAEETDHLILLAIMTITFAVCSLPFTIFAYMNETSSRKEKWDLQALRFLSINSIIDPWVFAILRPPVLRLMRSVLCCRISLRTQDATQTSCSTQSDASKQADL
# NPY-Y1 PAM-ag: potentiators or agonists of human neuropeptide Y receptor Y1; AID 1304; NPY-Y1 expressing cells, potentiator/agonist activation; activation, % at 3.6 µM; actives 0.37% (n = 220,000); in the data active means activation above about 33%, passing the limit was not always enough;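 further: cells stimulated with NPY at EC10 then isoproterenol at EC100; 0% = low agonist plus stimulus and 100% = saturating agonist plus stimulus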
# TRPML3 ag: agonists of human TRPML3 channel. HEK293 TRPML3-YFP, Fluo-8 calcium fluorescence; 100% = the carbachol control signal. activation, % at 3 µM. actives 0.29% (n = 220,000). Q8TDD5;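 active means activation above its plate's cutoff, the mean activation of the plate's test wells plus 3 SD, cut at about 12% in these data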;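 further: 0% = DMSO only wells and 100% = carbachol wells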
#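 system = HEK293 cells stably carrying human TRPML3-YFP | doses = one concentration, 3 µM nominal, 0.3% DMSO | timing = dye loading 1 h 37 °C then 30 min ambient, 125 s read | detection = Fluo-8 calcium dye fluorescence, ex 470-495, em 515-575 nm | benchmarks = high control carbachol 87 µM, low control DMSO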
# zfTRPN1 agonist: activates the zebrafish TRPN1 channel. HEK293 zebrafish TRPN1-YFP, Fluo-8 calcium fluorescence; 100% = response to 87 µM carbachol. actives 0.18% (n = 220,000). activation, % at 3 µM. AID 1424;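 active means activation above its plate's cutoff, the mean activation of test wells on that plate plus 3 SD, cut at about 19% in these data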;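 further: 0% = DMSO alone and 100% = 87 µM carbachol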
#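 Material: zebrafish TRPN1-YFP in HEK293 cells; Doses: single test compound dose, 3 µM nominal, 0.3% DMSO; Timing: dye loading 1 h at 37 °C, then 30 min room temperature; Technique: intracellular calcium fluorescence with Fluo-8; Benchmarks: high carbachol 87 µM, low DMSO alone.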
# PPC-1+TRAIL kill: PPC-1 cancer cell killing with TRAIL present; AID 1443; cell killing (% activity), % at 4 µM; actives 0.41% (n = 220,000); PPC-1 cells + TRAIL, ATPLite viability luminescence;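 active means cell killing above 50% in the first pass at 4 µM, then a duplicate retest at 5 µM averaging 50% or more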;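 further: plate controls were cells with TRAIL plus DMSO for no effect and medium-only wells lacking cells for full effect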
# 14-3-3 Bad inh: disrupts binding of bovine 14-3-3 zeta to phospho-Bad peptide; P63103; TR-FRET 14-3-3zeta/Dy647-pBad peptide displacement, 1 h; AID 781; actives 0.71% (n = 220,000); inhibition, % at 21.7 µM;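 active means inhibition above about 70%, limit read from the data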;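 further: 0% = full 14-3-3 plus peptide FRET controls and 100% = background without 14-3-3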
# Target sequence (P63103 whole entry, looked up): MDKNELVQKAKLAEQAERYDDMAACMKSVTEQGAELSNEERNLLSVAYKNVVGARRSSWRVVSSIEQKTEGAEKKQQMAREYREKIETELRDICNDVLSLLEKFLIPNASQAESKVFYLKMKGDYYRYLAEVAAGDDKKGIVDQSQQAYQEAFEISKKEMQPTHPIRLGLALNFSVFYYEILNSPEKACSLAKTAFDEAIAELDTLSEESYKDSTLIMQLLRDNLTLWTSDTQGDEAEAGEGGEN
# EP2 mod: modulators of human EP2 prostaglandin E2 receptor. P43116. EP2-expressing cells, cAMP HTRF FRET, PGE2 co-stimulation. AID 940. actives 0.83% (n = 260,000). induction, % at 25 µM;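 active means compounds whose cAMP rise, as percent of the full-agonist control response, exceeds 60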;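 further: rat C6 glioma line stably carrying human EP2 under a CMV promoter; the protocol text gives 20 µM as final concentration; 100% = response of wells given 1 µM PGE2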
# CHOP inh: CHOP inhibition in unfolded protein response; CHO-K1 CHOP-promoter luciferase, tunicamycin-induced, 15-18 h; inhibition, % at 10 µM; actives 3.8% (n = 220,000); AID 2732;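 active means compounds that reduced the stress-induced luciferase reporter signal by more than about 70% of percent inhibition, limit read from the data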;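 further: 0% = tunicamycin plus vehicle and 100% = wells without tunicamycin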
# * = called active by the depositor; · = no result given; & = joins results of further samples; [ ] = another dose, or the depositor's remark. Some of the compounds tested; count on the stated rates, not on these rows.
SMILES,NPY Y1 blocker,PGE2 EP2 inh,NPY-Y1 PAM-ag,TRPML3 ag,zfTRPN1 agonist,PPC-1+TRAIL kill,14-3-3 Bad inh,EP2 mod,CHOP inh
N#Cc1cccc(Cn2cc(C(F)(F)F)ccc2=O)c1,·,8,10,-0.2,-1.1,6,-4,5,13
O=C(COC(=O)c1sc2ccccc2c1Cl)Nc1ncc(Cl)cc1Cl,0,10,-23,-0.1,-0.8,14,-11,-8,14
N=c1sccn1CC(=O)Nc1cc(Cl)ccc1Oc1ccccc1,8,19,2,0.5,0.3,-2,-8[fluorescence artefact?],-29,26
Cc1cc(C)n2nc(SCC3COc4ccccc4O3)nc2n1 (configuration not stated),6,12,-7,0.7,1.4,-6,-7,-2,14
CCCn1c2c(c(O)c(C(=O)Nc3ccc(C)cn3)c1=O)CCCC2,0,·,17,0.6,0.3,·,·,·,·
Cc1sc(NC(=O)C2CCCO2)c(C(N)=O)c1C (configuration not stated),-4,8,0,-0.2,1.1,17,0,13,-13
O=C(NCc1ccc2c(c1)OCO2)C1CCC(CNS(=O)(=O)c2ccccc2)CC1 (configuration not stated),-2,-1,-25,0.0,0.2,26,65,5,3
CC(NC(=O)c1ccc(F)cc1)C(c1cccs1)N1CCN(C)CC1 (configuration not stated),9,6,9,-0.2,-0.8,2,-2[fluorescence artefact?],3,22
Cc1ccc(C)c(C(=O)COC(=O)CCCC(=O)Nc2cc(C(F)(F)F)ccc2Cl)c1,8,6,-2,-0.2,0.1,2,7,-11,17
CCOC(=O)CC(NC(=O)c1ccco1)c1ccc(OC)cc1 (configuration not stated),0,10,-5,0.1,0.3,-11,-4,38,10
C[C@@H]1CN(C2CCN(Cc3nc(CC4CC4)no3)CC2)C[C@H](C)O1,6,10,2,0.3,1.4,·,6,-20,9
O=C(NC1CCCCCC1)C1CCCN(S(=O)(=O)c2cnc[nH]2)C1 (configuration not stated),-1,13,4,0.6,1.4,21,6,0,-18
CC(C)CCNC(=O)C1CCCN1C(=O)NC1CCCCC1 (configuration not stated),1,12,-4,0.1,-0.5,19,8[fluorescence artefact?],1,-4
N#Cc1nc(COc2ccc(Br)cc2)oc1NCCCn1ccnc1,26*,·,-14,-0.7,0.6,7,-6,-31,3
Cn1c(N)c(C(=O)c2ccc(F)cc2F)c(=O)n(C)c1=O,0,8,-7,-0.2,0.7,16,-2,11,8
OC(Cn1cncn1)(c1ccccc1)c1ccccc1,5,12,-20,0.8,0.7,11,·,6,0
NS(=O)(=O)c1cccc(NC(=O)CSc2nc3ccc(Cl)cc3[nH]2)c1,2,10,21,0.1,-1.2,12,-9,-30,-1
Cc1nc(NC(C)c2ccccc2)c2oc3ccccc3c2n1 (configuration not stated),1,24,-30,-0.5,-0.9,5,58,-37,·
O=C1C2C3CC(C(Br)C3Br)C2C(=O)N1c1ccccn1 (configuration not stated),0,9,-19,0.1,-1.0,13,5,27,-7
CCCc1cc(C(=O)Nc2cc(C)nn2-c2ccccc2)no1,-6,6,-1,-0.2,0.1,14,-1,5,-11

# Full records, quoted from the list. Values in the order: NPY Y1 blocker | PGE2 EP2 inh | NPY-Y1 PAM-ag | TRPML3 ag | zfTRPN1 agonist | PPC-1+TRAIL kill | 14-3-3 Bad inh | EP2 mod | CHOP inh
# O=C(NCc1ccc2c(c1)OCO2)C1CCC(CNS(=O)(=O)c2ccccc2)CC1 (configuration not stated) across the screens: -2 | -1 | -25 | 0.0 | 0.2 | 26 | 65 | 5 | 3
# CC(C)CCNC(=O)C1CCCN1C(=O)NC1CCCCC1 (configuration not stated) across the screens: 1 | 12 | -4 | 0.1 | -0.5 | 19 | 8[fluorescence artefact?] | 1 | -4
# N#Cc1nc(COc2ccc(Br)cc2)oc1NCCCn1ccnc1 across the screens: 26* | · | -14 | -0.7 | 0.6 | 7 | -6 | -31 | 3
# N#Cc1cccc(Cn2cc(C(F)(F)F)ccc2=O)c1 across the screens: · | 8 | 10 | -0.2 | -1.1 | 6 | -4 | 5 | 13
# N=c1sccn1CC(=O)Nc1cc(Cl)ccc1Oc1ccccc1 across the screens: 8 | 19 | 2 | 0.5 | 0.3 | -2 | -8[fluorescence artefact?] | -29 | 26

# Next part.
SMILES,NPY Y1 blocker,PGE2 EP2 inh,NPY-Y1 PAM-ag,TRPML3 ag,zfTRPN1 agonist,PPC-1+TRAIL kill,14-3-3 Bad inh,EP2 mod,CHOP inh
COc1ccc(CCN=C(N)NS(=O)(=O)c2cccs2)cc1,-2,9,13,0.2,-1.3,17,-6,10,9
COc1ccc(Nc2nccc3c2nnn3C)cc1,7,10,13,-0.6,0.2,20,-6,8,-9
Cc1ccccc1C(=O)N1CCC(C(=O)O)CC1,-4,4,-14,0.7,-0.4,-14,16[fluorescence artefact?],30,2
S=C(NCc1ccco1)Nc1cc(-c2ccccc2)[nH]n1,1,6,8,0.7,0.3,21,-8,-34,-6
COC(=O)C(C(=O)OC)c1ccc(-n2cccc2)cc1,2,16,4,-0.4,-1.7,18,-11,-17,13
CCOC(=O)N1CC=C2C(C#N)=C(N)C(C#N)(C#N)[C@H](c3ccccc3OCC)[C@H]2C1,-4,5,-12,0.7,-0.4,9,3,-9,74*
CN(CCCC[C@H](CNCc1ccc(-c2ccccc2)cc1)N1C[C@H](c2ccccc2)N(CCc2ccc(Cl)c(Cl)c2)C(=O)C1=O)Cc1ccc(-c2ccccc2)cc1,·,7,·,·,·,5,22,7,107*
CC(C)[C@H](NS(=O)(=O)c1ccc2c(c1)OCCO2)C(=O)OCC(=O)Nc1cc(Cl)ccc1Cl,-4,13,-46,6.0,0.6,-1,-1,-18,12
CN1CCN(C2=C(Cl)C(=O)N(c3cccc(Cl)c3)C2=O)CC1,3,1,5,-0.2,2.1,6,39,16,4
CCSC1=C(C#N)C(c2ccccc2OC)CC(=O)N1 (configuration not stated),0,9,-5,-0.5,0.2,5,5[fluorescence artefact?],16,-10
CN(C)/C=C1/N=C(c2ccccc2)OC1=O,8,17,-39,0.9,-0.7,11,-7,11,0
CCOC(=O)c1ccc(CNCc2ccc(Br)cc2)cc1,-2,12,-51,0.7,-0.6,12,-15[fluorescence artefact?],-45,51
O=C(O)c1cc(N2C(=O)CCC2=O)ccc1NCc1cccnc1,·,7,-2,1.1,2.0,9,-3,15,-3
CC1(C)Cc2noc(N)c2C(C)(C)N1OC(=O)c1scc2c1OCCO2,0,12,4,0.3,0.0,-4,-12,7,35
CCOc1[nH]n(-c2ccccc2)c(=O)c1C=Nc1ccc(OC)cc1,1,1,-1,0.8,-1.6,-10,-7,52,49
CCCC(=O)Nc1nc(-c2ccc3c(c2)CCN3S(C)(=O)=O)cs1,2,10,34,2.2,4.5,5,2,-32,30
O=C(OCc1ccc([N+](=O)[O-])cc1)c1ccc2ccccc2n1,·,7,2,-0.9,-1.8,24,2,-16,-13
O=C(NCc1cccnc1)c1cccc(C(F)(F)F)c1,2,6,12,-0.2,-0.3,-4,-8[fluorescence artefact?],20,32
Cc1ccc(S(=O)(=O)CC(=O)NC2CC2)cc1,-2,15,15,0.6,-0.2,4,-9,-4,-4
N#CC(C#SN)=C1CCCCC1,0,14,-47,0.4,-0.5,15,-11,7,6
COC(=O)c1sccc1NC(=O)CN(C)NS(=O)(=O)c1ccc(Cl)cc1,1,5,0,0.5,2.2,21,-7,18,35
N#CCn1c(C2CCCCC2)nc2ccccc2c1=O,-1,4&13,5,0.4,-0.1,14,6,17&10,-7
Cc1ccc(N2C(=O)C3CCC(C)(C2=O)C3(C)C)cc1 (configuration not stated),·,8,32,0.5,0.3,-9,1,34,15
Cc1ccc2oc(-c3ccc(NC(=O)CC(C)C)cc3)nc2c1,-5,25,1,1.7,2.6,25,-3,-33,-4
Oc1ccc(C2C=C(c3ccc(F)cc3)Nc3ncnn32)cc1 (configuration not stated),·,9,17,0.9,1.1,14,-14,-30,6
CNC(=O)CCC(=O)Nc1ccc(C(=O)OC)cc1,-2,10,10,1.1,1.1,-15,10,27,20
CCCC(=Nc1ccccc1OC)C1=C(O)CC(c2ccccc2)CC1=O (configuration not stated),1,11,6,-0.3,0.2,17,-5,6,-14
CCNC(=S)NNC(=O)c1csc2c1CCCC2,0,5,-40,0.3,-1.0,15,0,18,-1
CN(C)c1cccc(C(=O)NNC(=S)NC2CCCC2)c1,-6,7,6,0.1,1.1,22,-3,17,11
COC(=O)C(NC(C)=O)(Nc1nc2c(C)cc(C)cc2s1)C(F)(F)F (configuration not stated),-4,15,5,0.0,0.9,15,57,27,65
Cc1cnc(NC(=O)CN2CCN(c3ccccn3)CC2)s1,5,5,2,0.6,0.3,23,1,11&-21,74*
O=C(Nn1cnnc1)c1ccccc1-c1ccccc1,-1,9,-2,-0.1,0.0,22,1[fluorescence artefact?],7,28
Cc1cc(-c2nnc(SCC(=O)c3ccc(F)cc3)o2)no1,3,9,-18,0.8,0.7,20,-5,12,2
O=C(CSc1ncc(C(F)(F)F)cc1Cl)NCC1CCCO1 (configuration not stated),·,5,19,-0.1,-0.2,18,-7,-10,27
COC(=O)C12CCC3(SCCS3)C(C(=O)OC)(CCC13SCCS3)C2,3,8,-26,1.3,1.5,-3,-15[fluorescence artefact?],37,-3
CCCCOC(=O)Nc1ccc(S(=O)(=O)Nc2nc(C)cc(C)n2)cc1,3,11,-13,0.1,-0.1,43,1,5,25
O=C(COC(=O)Cc1ccc(Cl)cc1)Nc1ccccc1F,9,9,-24,-1.1,-1.7,2,-7,23,5
CC(=O)Nc1cccc(Oc2nc(C)cc(C)c2C#N)c1,-4,17,10,-0.1,0.7,9,9[fluorescence artefact?],18,1
O=c1ccc(=O)n(-c2ccccc2)[nH]1,·,12,17,0.5,-0.1,-2,-4,-10,10

# Structures listed above shown as hits in CHOP inh.
canonical_smiles | NPY Y1 blocker | NPY-Y1 PAM-ag | TRPML3 ag | 14-3-3 Bad inh | EP2 mod | CHOP inh
CCOC(=O)N1CC=C2C(C#N)=C(N)C(C#N)(C#N)[C@H](c3ccccc3OCC)[C@H]2C1 | -4 | -12 | 0.7 | 3 | -9 | 74*
CN(CCCC[C@H](CNCc1ccc(-c2ccccc2)cc1)N1C[C@H](c2ccccc2)N(CCc2ccc(Cl)c(Cl)c2)C(=O)C1=O)Cc1ccc(-c2ccccc2)cc1 | · | · | · | 22 | 7 | 107*
Cc1cnc(NC(=O)CN2CCN(c3ccccn3)CC2)s1 | 5 | 2 | 0.6 | 1 | 11&-21 | 74*
